Source: PubChem
JNK3 blocker: JNK3 (human) kinase inhibition. P53779. purified JNK3 kinase activity, HTS. inhibition, % at 8 µM. hit rate 0.61% among 60,000. AID 746; in the data active = inhibition above about 17%;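 note: 0% = DMSO and 100% = reference inhibitor; many of its hits are not listed in these tables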
Target sequence (P53779 whole entry, looked up): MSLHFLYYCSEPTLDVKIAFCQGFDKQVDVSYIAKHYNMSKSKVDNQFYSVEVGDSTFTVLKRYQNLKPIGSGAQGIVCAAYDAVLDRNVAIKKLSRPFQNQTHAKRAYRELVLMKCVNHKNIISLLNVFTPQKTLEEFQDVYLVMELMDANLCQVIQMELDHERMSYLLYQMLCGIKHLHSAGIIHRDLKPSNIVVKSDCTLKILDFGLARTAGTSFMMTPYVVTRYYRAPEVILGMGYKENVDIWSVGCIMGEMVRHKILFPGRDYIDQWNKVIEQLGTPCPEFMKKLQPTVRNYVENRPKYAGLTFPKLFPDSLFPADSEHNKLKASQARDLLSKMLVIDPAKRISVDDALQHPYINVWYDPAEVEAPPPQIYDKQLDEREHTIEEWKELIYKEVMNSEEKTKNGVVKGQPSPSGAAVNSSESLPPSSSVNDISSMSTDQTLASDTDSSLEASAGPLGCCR
HER2 expr 66K: Her2 kinase expression inhibition. P04626. SKBR-3 HER2 protein level, AlphaScreen, 18-24 h; stronger effect = lower value. HER2 level % of control, % at 10 µM. hit rate 0.69% among 65,000. AID 645;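 active = HER2 level under 5% of the carrier-only control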;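 note: 100% = DMSO carrier and 0% = 500 nM PU-H71 HSP90 inhibitor; lower value means stronger loss of Her2 protein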
Hsp90 inh: displaces geldanamycin probe from tumor Hsp90 | hit rate 0.35% among 64,000 | AID 429 | inhibition, % at 30 µM | NCI-N417 lysate Hsp90, Cy3B-geldanamycin FP displacement;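 active = inhibition above 50%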;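 note: 0% = tracer plus lysate wells and 100% = tracer alone without lysate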
Cdc25B inh: inhibitors of human Cdc25B phosphatase. recombinant Cdc25B, OMFP fluorescence Ex485/Em525. inhibition, %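 (compounds tested at 10 µM final in the well)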. hit rate 0.1% among 65,000; in the data active = inhibition above about 50%
Target sequence (P30305 whole entry, looked up): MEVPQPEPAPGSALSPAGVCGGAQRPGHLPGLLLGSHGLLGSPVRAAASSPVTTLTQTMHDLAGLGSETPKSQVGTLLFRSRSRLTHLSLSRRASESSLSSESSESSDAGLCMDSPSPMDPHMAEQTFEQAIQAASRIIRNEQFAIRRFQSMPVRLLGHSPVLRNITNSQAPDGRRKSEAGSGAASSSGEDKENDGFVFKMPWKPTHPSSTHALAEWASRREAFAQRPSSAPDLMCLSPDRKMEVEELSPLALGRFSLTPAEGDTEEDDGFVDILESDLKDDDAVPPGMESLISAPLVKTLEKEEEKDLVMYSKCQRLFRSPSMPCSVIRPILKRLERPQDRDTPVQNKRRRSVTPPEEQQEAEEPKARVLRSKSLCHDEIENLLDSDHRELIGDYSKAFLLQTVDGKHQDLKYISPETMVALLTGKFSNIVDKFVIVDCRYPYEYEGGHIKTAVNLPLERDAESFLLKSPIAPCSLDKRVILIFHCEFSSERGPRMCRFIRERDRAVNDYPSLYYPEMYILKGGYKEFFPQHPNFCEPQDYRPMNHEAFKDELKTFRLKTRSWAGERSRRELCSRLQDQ
Abs 340nm: compounds absorbing at 340 nm | compound absorbance at 340 nm, fold over control | fold change at 10 µM | 65,000 tested, under 10 active | AID 708;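 active = at 10 µM dose, initial 340 nm absorbance at least 2 fold that of control wells; inactive = change under 2 fold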;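 note: initial absorbance extrapolated from kinetic A340 decline of NADH oxidation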
DUSP1 inh: inhibitors of human MKP-1 phosphatase; P28562; inhibition, %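 (compounds tested at a single concentration somewhere between 10 and 100 µM)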; recombinant MKP-1, OMFP hydrolysis fluorescence; hit rate 0.15% among 65,000; AID 374;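 active = inhibition above about 50%, limit read from the data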;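 note: 0% = DMSO max control wells and 100% = wells with enzyme stopped by NaOH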
ROCK2 blocker: blocks human Rho kinase 2 activity; inhibition, % at 6 µM; purified ROCK2, Kinase-Glo ATP depletion luminescence; AID 604; hit rate 0.35% among 60,000; O75116;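 active = inhibition above the screen-wide mean inhibition plus 3 SD, cut at about 18% in these data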;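 note: plate controls were DMSO wells for no effect and Y-27632 control wells after no-enzyme background subtraction for full effect; many of its hits are not listed in these tables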
Fluor 339 460: intrinsic fluorescence of library compounds, ex339/em460 – biochemical, MLSMR library, data from DPM-DC assay, artefact control, profiling panel. compound autofluorescence, ex339/em460 nm, NADH buffer; stronger effect = higher value; 1 = no-compound wells, NADH background. hit rate 5.5% among 65,000. fluorescence fold increase at 10 µM;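 active = at 10 µM, mean starting fluorescence two-fold or more over control wells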;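 note: signal is the first read of a kinetic run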
PKA inh: inhibitors of human protein kinase A; inhibition, % at 6 µM; hit rate 0.1% among 65,000; P17612; PKA Kemptide phosphorylation, Kinase-Glo ATP luminescence;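 active = inhibition above the screen-wide mean inhibition plus 3 SD, cut at about 21% in these data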; note: many of its hits are not listed in these tables
* = called active by the depositor; / = no result given. A portion of the library. The share of hits here may be higher or lower than overall.

SMILES | JNK3 blocker | HER2 expr 66K | Hsp90 inh | Cdc25B inh | Abs 340nm | DUSP1 inh | ROCK2 blocker | Fluor 339 460 | PKA inh
Cc1ccc(S(=O)(=O)N2CCC(N3CCCCCC3)CC2)cc1 | 6.3 | 58.5 | -2.7 | 5.6 | 1.06 | -6.8 | 3.4 | 1.07 | 3.1
O=C(Nc1ccon1)c1csc2ccccc12 | 0.6 | 89.5 | -1.6 | -11.6 | 0.98 | 7.1 | 6.8 | 1.1 | 12.8
Cc1noc(NS(=O)(=O)c2ccc(N3CC(O)=C(c4ccccc4)C3=N)cc2)c1C | -4.6 | 128.4 | -4.2 | -5.9 | 1.04 | 2.3 | -0.7 | 1.11 | 8.1
CC(C)C(C(=O)C=[N+]=[N-])N1C(=O)c2ccccc2C1=O (stereo not drawn) | -7.1 | 104.2 | -2.3 | 4.9 | 1.05 | -3.1 | -0.1 | 1.14 | 2.3
Cn1c(OCc2cccnc2)nc2c1c(=O)n(Cc1ccccc1)c(=O)n2C | -2.5 | 110.4 | -2.1 | -26.3 | 0.95 | -18.6 | -0.7 | 1.03 | 3.5
Cc1cc(NC(=O)c2ccc(Br)c(S(=O)(=O)N3CCCC3)c2)no1 | 1.1 | 242.8 | -2.1 | -9.6 | 1.03 | 14.3 | -6.0 | 1.1 | -6.8
CCOC(=O)C1CCCN(C(=O)c2ccc3c(=O)n(CCOC)c(=S)[nH]c3c2)C1 (stereo not drawn) | / | 91.5 | 0.4 | -8.8 | 1 | 3.1 | / | 1.02 | 8.0
CCN(CC)CC(=O)Nc1ccc2c(c1)Nc1ccccc1CC2 | -22.2 | 49.5 | -2.5 | 13.4 | 0.98 | -19.5 | -1.6 | 1.06 | 1.9
CC(=O)c1ccc(N(C)C)c2c(N(C)C)cccc12 | -9.6 | 116.5 | 2.5 | -13.6 | 1.04 | 5.8 | 1.9 | 1.12 | -0.2
CCCCNC(=O)C1CCN(S(=O)(=O)c2cnc[nH]2)CC1 | 1.7 | 115.9 | -0.2 | 5.1 | 0.96 | -6.8 | 2.0 | 1.07 | 5.5
CCOC(=O)c1csc(NC(=O)CSc2nnc(C3CC3)n2C)n1 | -2.5 | 142.4 | -1.1 | 1.3 | 0.98 | 11.0 | -5.5 | 1.06 | -8.4
CC1Cc2ccccc2N1C(=O)CSc1nnc(CSc2ncccn2)n1C (stereo not drawn) | -0.7 | 70.2 | -5.1 | -14.2 | 0.97 | 5.8 | 4.5 | 1.09 | 7.6
CCOC(=O)c1cccc(NC(=O)Cn2c(CC(=O)NC)nc3ccccc32)c1 | 5.3 | 91.3 | -0.3 | -1.2 | 0.96 | -5.9 | 1.8 | 1.13 | 0.7
O=S(=O)(c1cccs1)N1CCN(C/C=C/c2ccccc2)CC1 | 4.5 | 92.0 | 1.2 | 1.3 | 0.96 | -10.2 | 4.4 | 1.01 | 3.1
CCOc1ccc2cc(C#N)c(SCC(=O)NC(C)CC)nc2c1 (stereo not drawn) | 10.9 | 69.9 | -10.8 | 1.6 | 1.02 | -4.4 | 0.1 | 3.22* | -1.6
CC(C)(C)c1cnnn1-c1ccc(NC(=O)c2ccc(Br)o2)cc1 | / | 93.2 | -0.8 | -0.5 | 1.01 | 9.5 | / | 1.05 | -3.7
Cc1nc(SC2C=CS(=O)(=O)C2)n[nH]1 (stereo not drawn) | 10.5 | 116.0 | 2.1 | 0.1 | 0.96 | 8.2 | 4.7 | 1.01 | 4.2
Fc1ccccc1CSc1nnc(-c2cnccn2)n1Cc1ccco1 | -9.0 | 72.9 | -3.9 | 0.7 | 1.04 | 19.9 | 5.5 | 1.07 | 5.4
CCCN1C(=O)c2ccccc2NC1c1ccc(OC)cc1O (stereo not drawn) | -2.1 | 83.3 | -0.6 | 4.4 | 1 | -5.9 | 9.0 | 5.02* | 8.6
N#CC1=C2SCN(c3ccc(F)cc3)CN2C(=O)CC1c1cccc(F)c1 (stereo not drawn) | 3.4 | 114.5 | -0.3 | 1.3 | 1.1 | 1.4 | 8.0 | 1.07 | 7.7
COc1ccc(NC(=O)CN2CCC3(O)CCCCC3C2c2ccccc2OC)cc1 (stereo not drawn) | -3.5 | 94.0 | 1.2 | -11.9 | 1.03 | 25.0 | -3.8 | 1.08 | -0.4
CCOC(=O)N1CCC(NC(=O)c2cc(S(=O)(=O)N3CCOCC3)ccc2F)CC1 | 0.5 | 100.0 | -3.5 | 3.0 | 1 | 41.7 | -2.3 | 1.08 | 1.0
Cn1c(SCc2nc3ccccc3n2CCO)nc2ccccc21 | -8.2 | 97.0 | -2.8 | -6.9 | 1.05 | 6.1 | -6.9 | 1.18 | -9.7
N#Cc1c(-c2ccco2)nc(SCc2ccc(F)cc2)[nH]c1=O | 32.9* | 104.8 | -6.1 | -6.4 | 1.08 | 12.5 | 3.0 | 1.14 | 1.6
Cc1[nH]c(=O)[nH]c(=O)c1S(=O)(=O)N1CCCC(C(=O)N2CCC(Cc3ccccc3)CC2)C1 (stereo not drawn) | -1.9 | 77.9 | 1.3 | -4.5 | 1.02 | 16.0 | -2.1 | 1.07 | -8.3
CS(=O)(=O)N(CC(=O)NC1CC1)c1cccc(F)c1 | / | 90.0 | -0.7 | -4.3 | 1 | -3.2 | / | 1.05 | 9.9
CCOC(=O)c1ccc(NC(=O)Cn2nnc(-c3ccccc3)n2)cc1 | 5.3 | 125.3 | -1.9 | 11.3 | 0.97 | 14.2 | 1.1 | 1.03 | 2.1
CSCCC1NC2(C(=O)Nc3c(Cl)cccc32)[C@@H]2C(=O)N(C3CCCC3)C(=O)[C@H]12 (stereo partly drawn) | -0.6 | 107.2 | -7.4 | 6.3 | 0.97 | -9.5 | -2.6 | 1.04 | 4.0
CCCc1n[nH]c(=O)[nH]1 | -1.6 | 174.9 | 1.5 | -3.5 | 1.04 | -21.4 | -1.9 | 1.07 | 2.9
O=S(=O)(c1ccc(OCC(O)CN2CCN(c3ccccc3)CC2)cc1)N1CCOCC1 (stereo not drawn) | 1.4 | 109.2 | -0.3 | -29.1 | 0.99 | -6.1 | 3.3 | 1.02 | 2.7
COc1ccc(S(=O)(=O)NC2CC3CCC2C3)cc1Cl (stereo not drawn) | -4.7 | 102.3 | -2.2 | -3.8 | 1.03 | 3.8 | 1.1 | 1.09 | 1.8
O=C(O)Cn1nnc(-c2cccs2)n1 | -6.2 | 122.4 | -2.0 | -2.4 | 1 | -6.8 | 6.7 | 1.21 | 9.5
O=P(O)(CN1CCCCC1)C1CCCCC1O (stereo not drawn) | 8.0 | 105.3 | -3.0 | -9.2 | 1.03 | -3.1 | 8.2 | 0.65 | 11.2
O=c1c2ccccc2[nH]c(=S)n1CCCN1CCN(C2CCCCC2)CC1 | 0.7 | 96.9 | -7.7 | 0.0 | 1.07 | -6.2 | 5.0 | 1.11 | 9.7
COc1ccc(C(C)(C)C)cc1NC(=O)COC(=O)c1cnc(C)cn1 | / | 87.3 | / | -11.3 | 1.02 | 2.9 | / | 1.11 | 3.0
CCOC(=O)N1CCN(Cc2cn3ccccc3n2)CC1 | / | 113.9 | -1.4 | 9.0 | 1.06 | -3.1 | / | 1.19 | 6.5
CCn1c(=O)n(CC)c2cc(S(=O)(=O)N3CCC(c4ccccc4)CC3)ccc21 | -1.2 | 102.1 | -1.8 | -3.6 | 1.01 | 14.6 | 1.3 | 1.09 | -1.3
N=c1c(C(=O)NCc2ccco2)cc2c(=O)n3ccccc3nc2n1CCc1ccccc1 | -1.4 | 85.7 | -6.1 | -1.5 | 1.04 | 1.6 | 3.5 | 2.2* | 5.8
O=C(c1ccccc1)C(Sc1ncn[nH]1)c1ccccc1 (stereo not drawn) | 3.7 | 86.4 | -4.0 | -16.9 | 1.04 | -2.4 | 9.6 | 1.1 | 1.9
O=C(Cn1cnc2c(nnn2Cc2ccccc2)c1=O)N1CCN(c2ccccc2)CC1 | -3.4 | 107.8 | -0.8 | -13.8 | 1.05 | 4.3 | 2.5 | 1.12 | 7.3

Quoted at random: five records from the list
SMILES | JNK3 blocker | HER2 expr 66K | Hsp90 inh | Cdc25B inh | Abs 340nm | DUSP1 inh | ROCK2 blocker | Fluor 339 460 | PKA inh
CC(C)C(C(=O)C=[N+]=[N-])N1C(=O)c2ccccc2C1=O (stereo not drawn) | -7.1 | 104.2 | -2.3 | 4.9 | 1.05 | -3.1 | -0.1 | 1.14 | 2.3
CCOC(=O)c1csc(NC(=O)CSc2nnc(C3CC3)n2C)n1 | -2.5 | 142.4 | -1.1 | 1.3 | 0.98 | 11.0 | -5.5 | 1.06 | -8.4
O=C(O)Cn1nnc(-c2cccs2)n1 | -6.2 | 122.4 | -2.0 | -2.4 | 1 | -6.8 | 6.7 | 1.21 | 9.5
CCCCNC(=O)C1CCN(S(=O)(=O)c2cnc[nH]2)CC1 | 1.7 | 115.9 | -0.2 | 5.1 | 0.96 | -6.8 | 2.0 | 1.07 | 5.5
Fc1ccccc1CSc1nnc(-c2cnccn2)n1Cc1ccco1 | -9.0 | 72.9 | -3.9 | 0.7 | 1.04 | 19.9 | 5.5 | 1.07 | 5.4

(listing goes on)
SMILES | JNK3 blocker | HER2 expr 66K | Hsp90 inh | Cdc25B inh | Abs 340nm | DUSP1 inh | ROCK2 blocker | Fluor 339 460 | PKA inh
COc1cc(OC)cc(-c2nc3nc(C)c(CCC(=O)NCc4ccco4)c(C)n3n2)c1 | 3.3 | 100.0 | 1.8 | -14.1 | 0.97 | 38.7 | 7.0 | 1.04 | 3.6
Cc1ccc(C2CC(c3cccc(Cl)c3)n3nc(N)nc3N2)cc1 (stereo not drawn) | 1.8 | 100.3 | -3.8 | -4.1 | 1.01 | 4.9 | 4.6 | 1.19 | 3.3
CC1CCN(C(c2ccccc2)c2nnnn2C(C)(C)C)CC1 (stereo not drawn) | 2.9 | 93.3 | -1.6 | -8.3 | 1.03 | -28.0 | 6.2 | 1.06 | 4.3
CCOC(=O)C1CCCN(c2nc3ccccc3nc2C(C#N)C(=O)OCC)C1 (stereo not drawn) | -1.4 | 79.5 | 1.7 | -6.1 | 1.07 | 10.0 | 7.0 | 1.12 | 3.9
CC1C(=O)C(C)C(c2ccc3c(c2)OCO3)NC1c1ccc2c(c1)OCO2 (stereo not drawn) | 3.4 | 86.5 | -5.2 | -12.9 | 0.98 | 3.4 | 0.7 | 1.06 | -0.3
c1ccc(-n2c(-c3ccncc3)nnc2-c2cccs2)cc1 | 1.6 | 105.6 | -0.4 | 2.3 | 1.03 | 27.7 | 11.4 | 1.31 | 9.8
CCOC(=O)c1oc2ccccc2c1NC(=O)c1ccc(S(=O)(=O)N(C)C)cc1 | 1.1 | 45.4 | -0.9 | -0.2 | 1.02 | 0.0 | 0.9 | 1.72 | -3.2
CCCCc1cc(=O)oc2c(CN3CCCC3)c(O)c(Cl)cc12 | 1.1 | 94.8 | -3.2 | -9.0 | 1.03 | 4.0 | 11.1 | 2.95* | 5.1
O=c1oc2cc(O)ccc2c2oc3cc(O)ccc3c12 | -0.6 | 102.2 | 4.0 | 12.4 | 1.01 | -6.5 | -8.7 | 2.43* | -6.0
CCOc1ccc(Cn2nnc(C(=O)Nc3cc(C)cc(C)c3)c2N)cc1 | -2.3 | 77.8 | -4.5 | 6.3 | 0.98 | -4.4 | 2.4 | 1.05 | 4.9
CCOC(=O)CCc1c(C)nc2cc(-c3ccccc3OC)[nH]n2c1=O | -0.8 | 71.1 | -3.1 | -2.2 | 1.05 | -2.5 | 5.4 | 1.49 | 0.5
OCCCc1nc2ccccc2n1CCOc1ccccc1 | -3.1 | 105.8 | 0.2 | -19.9 | 1.02 | 5.7 | 1.5 | 1.07 | -2.8
O=C1C2CCCN2C(c2ccc(F)cc2)N1c1ccc(Cl)cc1 (stereo not drawn) | 3.2 | 123.6 | -6.4 | -6.8 | 1.04 | -0.9 | 1.7 | 1.09 | 4.4
Cn1c(=O)n(Cc2ccc(F)cc2)c(=O)c2c1nc1n2CCCN1C1CCCCC1 | 6.5 | 52.6 | -0.1 | -5.7 | 1.02 | 1.1 | 2.8 | 1.11 | 2.1
CCOC(=O)N1CCN(C(=O)C(NC(=O)C2CCC(C)CC2)C(C)C)CC1 (stereo not drawn) | / | 108.9 | / | -6.6 | 1.04 | 11.8 | / | 1.07 | 13.4
